Screening results: PubChem BioAssay, several laboratories
hcDAF-12 act = H. contortus DAF-12 activation, primary screen; HEK293 hcDAF-12 lit1-tk-luc reporter, luminescence; 0% DMSO, 100% Δ7-dafachronic acid; activation, % at 6.8 µM; actives 1.4% (n = 370,000); AID 652067;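 active = activation above the mean of all tested compounds plus 3 SD, cut at about 5.5% in these data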;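 note: 100% = response to 3 µM Δ7-dafachronic acid high control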
SMARCA2 activ = increases SMARCA2 function in MMTV reporter cells. AID 652017. actives 1% (n = 370,000). MG213 cells, MMTV-luciferase reporter, dexamethasone, overnight. activation, % at 9.1 µM; in the data active = activation above about 7.8%;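 note: 0% = vehicle wells and 100% = reference activator wells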
HGIII-sPLA2 inh = Inhibits HGIII-sPLA2 liposome hydrolysis, primary screen; Q9NZ20; QFRET BODIPY PC-A2 liposome hydrolysis, fluorescence; inhibition, % at 12.2 µM; actives 0.56% (n = 370,000); AID 743126;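 active = inhibition above mean plus 3 SD of compounds lying within the high and low control bounds, cut at about 19% in these data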;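 note: 0% = median of test compound wells and 100% = no enzyme DMSO wells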
Target sequence (Q9NZ20 whole entry, looked up): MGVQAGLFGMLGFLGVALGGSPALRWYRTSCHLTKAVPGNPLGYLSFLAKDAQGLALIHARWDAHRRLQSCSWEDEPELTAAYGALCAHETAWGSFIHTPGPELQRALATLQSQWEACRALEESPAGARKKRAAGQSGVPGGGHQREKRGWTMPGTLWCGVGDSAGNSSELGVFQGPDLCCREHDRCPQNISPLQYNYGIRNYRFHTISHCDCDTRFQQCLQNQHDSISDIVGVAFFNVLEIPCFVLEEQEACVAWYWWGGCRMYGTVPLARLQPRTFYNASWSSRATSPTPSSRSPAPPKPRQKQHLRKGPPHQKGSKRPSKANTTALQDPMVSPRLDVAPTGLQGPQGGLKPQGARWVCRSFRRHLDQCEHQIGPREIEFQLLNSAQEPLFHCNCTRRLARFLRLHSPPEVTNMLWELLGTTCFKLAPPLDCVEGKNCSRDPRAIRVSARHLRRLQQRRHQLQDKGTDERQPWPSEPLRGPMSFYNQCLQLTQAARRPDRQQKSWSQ
NPR1 activator = GC-A (human) enzyme activation. P16066. HEK293 GC-A cells, cGMP TR-FRET, EC30 ANP; 0% at EC30 ANP, 100% saturating ANP. activation, % at 10 µM. actives 0.14% (n = 370,000). AID 1671463; in the data active = activation above about 40%
FXN GAA850 act = increases GAA850 frataxin promoter reporter activity; activation, % at 6 µM; actives 0.56% (n = 360,000); AID 540364; HEK293 lucGAA850 FXN promoter luciferase reporter, 24 h; percent of 10 µM SAHA response;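 active = activation above the average of all compounds screened plus 3 SD, cutoff fixed separately per campaign, cut at about 7.5% in these data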;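 note: 0% = DMSO wells and 100% = 10 µM SAHA wells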
hgDAF12 agonist = agonists of H. glycines DAF-12 nuclear receptor; activation, % at 6.8 µM; HEK293 GAL4-hgDAF12 UAS-luciferase reporter, agonist luminescence; normalized to butyrate control; actives 1.8% (n = 370,000);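 active = activation above a cutoff set at the mean of all screened compounds plus 3 SD, cut at about 10% in these data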;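 note: 0% = DMSO wells and 100% = sodium butyrate wells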
DAX1 inh-1 = DAX1 (NR0B1) inhibition, primary screen; actives 1.1% (n = 370,000); HEK293T StAR-luciferase reporter, SF-1/DAX-1 repression relief; inhibition, % at 6.8 µM; AID 652010;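 active = inhibition above the mean over all tested compounds plus 3 SD, cut at about 3.6% in these data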;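 note: 0% = DAX-1 cells with DMSO and 100% = cells lacking DAX-1 with DMSO; higher inhibition means more luminescence from relief of DAX-1 repression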
KLK7 zymogen act = activates the human kallikrein-7 zymogen; P49862; purified proKLK7, EDANS-DABCYL substrate fluorescence; 100% is mature enzyme control, 0% vehicle; actives 0.9% (n = 370,000); activation, % at 7 µM;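 active = activation above the mean of all tested compounds plus 3 SD, computed per campaign excluding outliers beyond control limits, cut at about 13% in these data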
Target sequence (P49862 whole entry, looked up): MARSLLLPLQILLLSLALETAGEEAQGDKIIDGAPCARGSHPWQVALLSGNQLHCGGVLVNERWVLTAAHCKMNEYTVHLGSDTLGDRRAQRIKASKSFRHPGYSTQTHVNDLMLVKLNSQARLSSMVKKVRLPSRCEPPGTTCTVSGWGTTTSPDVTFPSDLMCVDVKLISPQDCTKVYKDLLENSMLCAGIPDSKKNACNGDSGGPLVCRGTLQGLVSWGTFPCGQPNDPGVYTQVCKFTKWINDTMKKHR
GC-B act = GC-B (human) receptor activation. AID 1920062. actives 0.11% (n = 370,000). HEK293-GC-B cells, CNP EC30, cGMP TR-FRET; 0% at EC30 CNP, 100% saturating CNP. activation, % at 10 µM. P20594;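 active = activation at 10 µM reaching about 35% in either raw or pattern-adjusted values, limit read from the data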
ssDAF12 agonist = activators of S. stercoralis DAF-12 nuclear receptor. actives 1% (n = 370,000). HEK293 ssDAF-12/GRIP1 lit1-tk-luc reporter, luminescence; % of 3 µM dafachronic acid response. activation, % at 6.8 µM;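 active = activation above the mean over all tested compounds plus 3 SD, cut at about 0.9% in these data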;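 note: 0% = DMSO-only wells and 100% = 3 µM delta7-dafachronic acid wells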
DAX1 inh-2 = inhibits human nuclear receptor DAX1; P51843; inhibition, % at 6.75 µM; actives 0.99% (n = 340,000); HEK293 Gal4-DAX1 luciferase reporter, luminescence; AID 504766;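 active = inhibition above the mean over all tested compounds plus 3 SD, cut at about 4.2% in these data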;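 note: 0% = DAX1-transfected cells with DMSO and 100% = empty-vector control cells with DMSO; inhibition shows as a rise in luminescence from relieved DAX1 repression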
Target sequence (P51843 207-470 limits assumed): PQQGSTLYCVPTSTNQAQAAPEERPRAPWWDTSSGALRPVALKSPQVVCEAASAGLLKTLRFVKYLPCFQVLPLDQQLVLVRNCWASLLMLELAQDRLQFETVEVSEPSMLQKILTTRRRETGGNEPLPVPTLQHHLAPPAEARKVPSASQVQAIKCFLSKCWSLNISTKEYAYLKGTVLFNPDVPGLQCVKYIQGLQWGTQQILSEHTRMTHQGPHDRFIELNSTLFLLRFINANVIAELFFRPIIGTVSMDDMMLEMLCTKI
* hit, by the source's call; · = no result given.

compound,hcDAF-12 act,SMARCA2 activ,HGIII-sPLA2 inh,NPR1 activator,FXN GAA850 act,hgDAF12 agonist,DAX1 inh-1,KLK7 zymogen act,GC-B act,ssDAF12 agonist,DAX1 inh-2
Cc1cc(Cl)ccc1C(=O)C1CCCN(C(=O)/C=C/c2cnn(C)c2)C1 (configuration not stated),-1.6,-2,1,-1,0.2,-0.9,0.2,0.6,0,-1.5,2.6
CCCn1c(CCC(=O)O)ccc1-c1ccc(F)cc1,-0.3,1,-14,-1,2.4,-0.3,0.4,2.2,1,-0.9,-0.8
c1ccc(CCNc2nc3ccccc3n3nnnc23)cc1,0.6,0,8,7,1.4,1.6,0.4,-0.5,3,-1.2,0.9
CCN1/C(=C/c2ccc3cc(C)ccc3[n+]2CC)Sc2cc(C)ccc21,-4.7,-12,-3,-9,-8.9,-9.3,-3.5,-0.2,0,-1.9,-7.6
O=C1NCCCC1C(=O)N1CCN(C(c2ccccc2)c2ccccc2)CC1 (configuration not stated),0.3,-3,6,-1,-1.6,1.9,0.8,-0.8,2,-1.4,3.5
Cc1c(-c2ccc(Cl)cc2)oc(=O)c2c(N)n(-c3ccccc3)nc12,-0.7,-4,-7,-12,-0.6,1.8,-0.4,0.8,-4,-0.8,-2.4
O=C(NC1CCCCCCC1)c1cccc(S(=O)(=O)N2CCOCC2)c1,0.1,-2,12,-1,0.7,0.4,0.2,0.4,0,-0.8,1.3
O=C(O)c1cccnc1NC1CCCC1,1.5,-4,13,·,1.7,1.6,0.4,-0.7,·,-1.8,-1.8
O=C(NCCN1CCCCC1)Nc1ccc(Br)cc1,-2.7,0,-7,-2,1.8,-0.3,0.2,0.2,-2,-1.4,-1.6
CCC(C)NC(=O)[C@@H]1CSC2c3ccccc3C(=O)N21 (some centres not stated),-0.6,-3,16,2,-0.4,0.6,-0.2,1.2,4,-0.5,1.2
CCCCC[C@H](C)N1C[C@H](COCc2ccccc2)Oc2cc(N3CCC[C@H]3CO)ccc2S1(=O)=O,0.5,-5,-22,-2,·,-1.2,0.1,-0.4,-1,-1.0,·
Cc1cc(NC(=O)c2cccc(Br)c2)no1,-0.6,-1,3,2,2.4,2.4,-0.2,-0.6,0,-0.8,-0.9
CC1Cc2cc(C3(O)C(=O)c4ccccc4C3=O)ccc2N1 (configuration not stated),-1.3,-2,-7,2,-1.8,-2.3,0.3,2.8,2,-1.2,-0.5
Cn1c(SCC(=O)N2CCOCC2)nnc1-c1ccc2ncccc2c1,-0.2,0,2,-1,-0.4,1.4,0.1,1.1,3,-1.4,0.5
CCNNC(=O)C(O)(Cc1ccccc1)Cc1ccccc1,0.8,1,2,6,0.5,3.2,-0.3,-0.1,4,-1.0,0.5
COc1ccc(C(=O)Nc2nc(C)cc(C)n2)cc1[N+](=O)[O-],-0.4,-1,-2,0,0.2,-1.2,0.0,0.3,4,-1.0,0.7
CN(CCOc1ccccc1)Cc1nc2cc(Cl)ccc2c(=O)[nH]1,-1.1,1,-1,-2,2.1,0.0,0.6,0.1,0,-1.1,0.1
COc1ccc(NC(=S)NC(C)Cc2cccs2)cc1 (configuration not stated),1.6,4,16,-2,1.4,2.3,0.4,0.7,1,-0.6,-1.9
O=C(Nc1ccc(F)c(F)c1)C1CCCN1S(=O)(=O)c1ccc(F)cc1 (configuration not stated),0.1,-2,-5,-1,0.1,3.0,-2.7,0.3,2,-0.6,-0.1
CC(C)C(NC(=O)c1ccc(C(C)(C)C)cc1)C(=O)NC1=NCCS1 (configuration not stated),-1.8,2,-15,0,-0.1,-2.1,-0.1,-0.1,-2,-0.6,-0.8
Cc1ccc(NC(=O)c2c(C)nc3ccccn23)cc1C,0.7,2,-3,-2,3.1,14*,5.8*,-0.5,0,-1.3,5.6*
C[C@H](CO)N1C[C@H](C)[C@@H](CN(C)C(=O)Nc2ccccc2)Oc2ccc(NS(=O)(=O)c3ccccc3)cc2C1=O,-2.0,-1,11,3,0.0,-0.1,0.3,0.1,4,-1.2,-0.4
COC(=O)c1[nH]c2ccccc2c1NC(=O)CN1CCN(C/C=C/c2ccccc2)CC1,-4.1,-4,-39,5,-3.3,-3.3,-1.9,0.4,6,-2.1,-2.1
CCN1CCCC1CNC(=O)c1ccc(N2CCCC2=O)cc1 (configuration not stated),2.5,1,5,4,-1.0,-1.3,0.1,-0.3,3,-0.6,-1.0
c1ccc(-c2nc(NCc3ccco3)c3oc4ccccc4c3n2)cc1,3.0,4,-7,8,3.8,2.1,-1.6,0.4,-4,0.1,1.0
COc1cc(NC(=O)CN2CCC(Cc3ccccc3)CC2)c(C)cc1[N+](=O)[O-],0.1,0,-4,-5,3.5,-3.5,0.2,-0.5,-2,-1.1,1.9
O=C1Nc2ccc([N+](=O)[O-])cc2OC1CCN1CCN(Cc2ccc3c(c2)OCO3)CC1 (configuration not stated),0.2,-2,5,-13,1.6,1.2,0.1,0.2,-3,-1.5,-0.7
O=C(Cc1ccc(Br)cc1)c1ccc(O)cc1O,0.6,4,-57,1,6.5,8.9,0.6,-1.4,-3,-0.9,1.6
O=C(NC1CCCCC1)C(c1ccc(O)cc1)N(CC1CCCO1)C(=O)C1COc2ccccc2O1 (configuration not stated),-2.3,-3,-43,-12,-4.2,-2.2,-0.7,0.1,-10,-1.2,2.0
O=C(Nc1c(-c2ccccc2)nc2ncccn12)c1ccccc1,3.5,0,1,2,·,-1.6,-0.7,13*,-7,-1.1,·

5 compounds out of the list above, ordered by the number in SMARCA2 activ, highest first:
smiles,SMARCA2 activ
O=C(Cc1ccc(Br)cc1)c1ccc(O)cc1O,4
CN(CCOc1ccccc1)Cc1nc2cc(Cl)ccc2c(=O)[nH]1,1
c1ccc(CCNc2nc3ccccc3n3nnnc23)cc1,0
O=C(NC1CCCCCCC1)c1cccc(S(=O)(=O)N2CCOCC2)c1,-2
Cc1c(-c2ccc(Cl)cc2)oc(=O)c2c(N)n(-c3ccccc3)nc12,-4

(further entries)
compound,hcDAF-12 act,SMARCA2 activ,HGIII-sPLA2 inh,NPR1 activator,FXN GAA850 act,hgDAF12 agonist,DAX1 inh-1,KLK7 zymogen act,GC-B act,ssDAF12 agonist,DAX1 inh-2
COc1ccc(OC)c(S(=O)(=O)N2CCC(C(=O)NCc3ccccc3OC)CC2)c1,-2.4,1,-3,0,1.1,-0.9,0.3,0.7,7,-0.9,2.3
O=C(CCc1ccccc1)NC(NC(=S)Nc1cccc(Cl)c1)C(Cl)(Cl)Cl (configuration not stated),-0.1,-3,-4,-1,-2.2,2.1,1.6,-0.2,6,-0.6,0.3
OC(c1ccc2c(c1)OCO2)c1ncc(-c2cccc(C(F)(F)F)c2)[nH]1 (configuration not stated),1.0,-2,-16,-1,0.6,-1.2,-0.6,-0.2,-1,-1.8,·
O=c1[nH]ncc(NCc2ccc(Cl)cc2)c1Cl,-0.6,-1,5,6,0.5,-5.4,0.0,-0.4,1,-1.3,0.8
O=[N+]([O-])c1cc(S(=O)(=O)CCCN2CCOCC2)ccc1F,0.3,1,0,3,1.0,0.8,0.3,0.4,2,-1.5,0.3
O=C(c1cnc(Cl)c(Cl)c1)N1CCN(S(=O)(=O)c2ccc(F)cc2)CC1,-0.1,-1,2,-1,-1.4,-2.0,-0.4,0.2,2,-0.8,2.2
O=C(Nc1ccccc1)NC1(C(=O)N2CCC(O)CC2)CCCCC1,-2.9,1,6,6,3.3,0.9,-0.4,-0.5,-4,-0.7,-0.5
COc1ccccc1-n1c(=O)c2c3c(sc2n2c(=S)[nH]nc12)CCC3,-0.9,5,8,-2,-0.5,8.0,-0.1,-0.3,-4,-1.2,-0.2
O=C(O)CC(NC(=O)c1cccc([N+](=O)[O-])c1)c1ccc2c(c1)OCO2 (configuration not stated),-1.1,-3,2,-4,0.1,0.5,-0.5,-0.5,8,-1.3,1.1
CCN(CC)S(=O)(=O)c1ccc2oc(C(=O)NCc3ccc(C)cc3)c(C)c2c1,-2.0,-4,-8,0,-2.2,-3.6,-2.4,0.1,2,-1.6,-1.7
COc1cc(C(=O)CSc2nccn2C)cc(OC)c1OC,-0.5,1,3,-5,-0.1,1.4,-0.1,0.6,4,-0.5,-1.4
Cc1c(C(=O)NCCN2C(=O)S/C(=C\c3cccnc3)C2=O)cccc1[N+](=O)[O-],-0.4,-2,1,-3,1.3,2.4,-0.6,0.6,-3,-0.9,-0.6
Cc1ccc(-c2nnc(SCC(=O)N(CC(C)C)c3c(N)n(Cc4ccccc4)c(=O)[nH]c3=O)n2N)cc1,1.5,4,3,1,1.1,0.4,-1.6,0.5,1,-1.2,0.1
COc1ccc(CN(C)CC(=O)Nc2ccc(Cl)cc2F)c(OC)c1,0.4,-4,2,-2,·,2.3,0.4,0.6,-4,-1.6,·
C[C@H]1CN([C@@H](C)CO)C(=O)CCCn2cc(nn2)CO[C@@H]1CN(C)S(=O)(=O)c1ccc(Oc2ccccc2)nc1,-1.2,-1,4,5,-0.7,2.0,0.6,-0.1,-1,-1.0,0.9
COc1ccc(-c2nc(CS(=O)CC(=O)NCc3ccco3)c(C)o2)cc1 (configuration not stated),0.0,-1,-3,2,0.0,-0.3,-1.0,0.6,2,-1.8,0.3
Cc1ccc(OCC(=O)N/N=C/c2ccccc2)c([N+](=O)[O-])c1,-0.1,2,1,5,-1.2,-2.2,0.2,-0.4,1,-0.5,0.5
COC(=O)c1cc(-c2ccc(Br)cc2)c2c(=O)n(C)c(=O)n(C)c2n1,-2.3,1,4,17,1.2,-0.9,0.4,0.0,5,-0.8,1.5
COc1ccc(C(=O)COC(=O)CCNS(=O)(=O)c2ccc(NC(C)=O)cc2)c(OC)c1,1.0,0,-4,-1,1.2,1.6,0.6,0.2,-1,-1.0,-0.4
COC(=O)c1[nH]c2ccc(C)cc2c1NC(=O)CN1CCCc2ccccc21,-0.3,-4,-12,-4,2.3,-2.3,-0.1,0.4,-8,-0.7,-1.1
Cc1nc2c3ccccc3nc(NNC(=O)CCC(=O)N3CCC(C)CC3)n2n1,1.1,-3,6,-1,1.2,0.3,-0.5,0.5,-8,-1.4,-0.2
CS(=O)(=O)N(CC(=O)N1CCCC1)c1ccccc1Br,0.5,-2,9,-1,0.1,1.2,0.8,0.2,1,-1.4,0.4

Three entries from above, ordered by formula weight, low to high.
compound,hcDAF-12 act,SMARCA2 activ,HGIII-sPLA2 inh,NPR1 activator,FXN GAA850 act,hgDAF12 agonist,DAX1 inh-1,KLK7 zymogen act,GC-B act,ssDAF12 agonist,DAX1 inh-2
Cc1ccc(OCC(=O)N/N=C/c2ccccc2)c([N+](=O)[O-])c1,-0.1,2,1,5,-1.2,-2.2,0.2,-0.4,1,-0.5,0.5
O=C(Nc1ccccc1)NC1(C(=O)N2CCC(O)CC2)CCCCC1,-2.9,1,6,6,3.3,0.9,-0.4,-0.5,-4,-0.7,-0.5
COC(=O)c1cc(-c2ccc(Br)cc2)c2c(=O)n(C)c(=O)n(C)c2n1,-2.3,1,4,17,1.2,-0.9,0.4,0.0,5,-0.8,1.5
